PAFAH2 FP inh = inhibitors of human PAFAH2 | Q99487 | recombinant PAFAH2, FP-rhodamine activity probe, fluorescence polarization | inhibition, % at 3.39 µM | hit rate 0.99% among 340,000;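 active = inhibition above the mean over all tested compounds plus 3 SD, cut at about 30% in these data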;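 note: inhibitors block probe labeling of enzyme so polarization drops; 0% = enzyme with DMSO and 100% = wells lacking PAFAH2 protein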
PP1 inh = blocks human PP1-alpha phosphatase, a PP5 counter-screen; purified PP1alpha, OMFP fluorescence; inhibition, % at 6.7 µM; hit rate 0.9% among 320,000; AID 2235;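 active = inhibition above the mean inhibition of all tested compounds plus 3 SD, computed separately for each screening campaign, cut at about 15% in these data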
Target sequence (P62136 whole entry, looked up): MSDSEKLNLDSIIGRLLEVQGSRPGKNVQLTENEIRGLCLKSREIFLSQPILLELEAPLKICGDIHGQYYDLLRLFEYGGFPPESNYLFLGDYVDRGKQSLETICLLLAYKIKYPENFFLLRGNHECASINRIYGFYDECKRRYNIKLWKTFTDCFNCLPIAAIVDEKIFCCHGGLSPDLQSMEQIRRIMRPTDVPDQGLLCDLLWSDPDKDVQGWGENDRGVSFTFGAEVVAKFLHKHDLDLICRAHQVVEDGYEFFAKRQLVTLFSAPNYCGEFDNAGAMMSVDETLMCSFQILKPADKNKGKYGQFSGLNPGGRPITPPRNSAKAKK
TPT1 inh = inhibitors of Candida albicans tRNA 2'-phosphotransferase TPT1 | recombinant caTPT1, FP RNA substrate dephosphorylation | inhibition, % at 5 µM | hit rate 0.81% among 300,000 | AID 1962;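 active = inhibition above the mean of all tested compounds plus 3 SD, set per screening campaign, cut at about 24% in these data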;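 note: plate controls were DMSO alone for no effect and ferristatin control at 100 nM for full effect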
PP5 primary = inhibitors of human protein phosphatase 5 (PP5); P53041; purified PP5c, OMFP substrate fluorescence; inhibition, % at 6.7 µM; hit rate 0.18% among 320,000; AID 1987;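 active = inhibition above the campaign's mean inhibition across all tested compounds plus 3 SD, cut at about 9.5% in these data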;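 note: 0% = DMSO only and 100% = 100 µM cantharidin control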
AHR activator = human AHR activation | P35869 | AHR-responsive luciferase reporter cells, luminescence | hit rate 2.5% among 320,000 | activation, % at 5 µM; in the data active = activation above about 47%;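 note: 0% = vehicle wells and 100% = reference agonist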
HCV core dimer = HCV core protein dimerization inhibition; TR-FRET GST/Flag-core106 dimerization, 1536-well; inhibition, % at 5 µM; hit rate 0.33% among 300,000;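 active = inhibition above the mean of all tested compounds plus 3 SD, set per screening campaign, cut at about 45% in these data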
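System – GST-tagged and Flag-tagged HCV core protein residues 1-106 · Repeats – one well for each compound · Technique – TR-FRET 671 and 617 nm emission · Doses – one concentration, 5 µM, in 0.5% DMSO · Times – 4 h, 22.5 °C incubation · Also added – Eu donor and XL665 acceptor anti-tag antibodies · Measure – percent inhibition of core106 dimerization signal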
procasp3 activ = procaspase-3 (human) activation; P42574; recombinant procaspase-3 D3A, Ac-DEVD-pNA absorbance 405 nm; activation, % at 8.5 µM; hit rate 0.11% among 330,000; AID 463141;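 active = activation above the mean of all tested compounds plus 3 SD, cut at about 21% in these data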;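 note: 0% = DMSO alone and 100% = DMSO wells spiked with extra 5 µM PC-3 D3A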
Target sequence (P42574 whole entry D9A/D28A/D175A): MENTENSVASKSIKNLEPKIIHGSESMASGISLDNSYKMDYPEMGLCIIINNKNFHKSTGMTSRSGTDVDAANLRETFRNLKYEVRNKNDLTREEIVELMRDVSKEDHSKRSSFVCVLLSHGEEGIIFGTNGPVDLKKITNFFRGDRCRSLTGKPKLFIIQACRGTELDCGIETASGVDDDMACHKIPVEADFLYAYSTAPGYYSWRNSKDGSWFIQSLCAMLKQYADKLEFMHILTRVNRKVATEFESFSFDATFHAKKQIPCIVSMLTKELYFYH
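Assay system – Procaspase-3 D3A mutant, all three cleavage aspartates alanine · Controls – DMSO-only low control, 5 µM PC-3 D3A high control · Schedule – 1 h compound preincubation, 2 h substrate hydrolysis at 25 °C · Signal – 405 nm absorbance of p-nitroaniline, reads at 0 and 120 min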
proCasp7 act = counter-screen for procaspase-3 activators: activators of human procaspase-7. P55210. recombinant procaspase-7, Ac-DEVD-pNA absorbance 405 nm; D23A/D198A/D206A triple mutant, cannot self-cleave; scale: DMSO 0, 5 µM enzyme 100. activation, % at 8.5 µM. hit rate 0.093% among 330,000. AID 463210;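 active = percent activation above the screen-wide mean plus 3 SD, cut at about 25% in these data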
Target sequence (P55210 whole entry D23A/D198A/D206A): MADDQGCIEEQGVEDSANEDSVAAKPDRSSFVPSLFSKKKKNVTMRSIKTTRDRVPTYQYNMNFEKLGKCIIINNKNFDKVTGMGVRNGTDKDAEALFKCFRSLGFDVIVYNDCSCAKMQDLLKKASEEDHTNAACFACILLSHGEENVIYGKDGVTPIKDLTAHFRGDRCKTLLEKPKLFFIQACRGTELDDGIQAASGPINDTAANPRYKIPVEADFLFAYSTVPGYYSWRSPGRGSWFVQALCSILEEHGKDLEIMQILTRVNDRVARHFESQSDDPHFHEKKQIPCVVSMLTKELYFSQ
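signal = Epi-absorbance of released pNA at 405 nm, two timepoints | assay system = Uncleavable procaspase-7 mutant enzyme | reagent = Ac-DEVD-pNA substrate, 400 µM as added | times = 1 h enzyme–compound preincubation and 2 h substrate reaction, both 25 °C | benchmarks = low DMSO alone, high DMSO plus 5 µM PC-7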
Fh CTSL1 inh = blocks F. hepatica cathepsin L1 in PFM18AAP counter-screen. inhibition, % at 5.96 µM. hit rate 0.49% among 300,000. AID 1906. recombinant F. hepatica cathepsin L1, Z-Leu-Arg-MCA fluorescence;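 active = inhibition above the mean of all tested compounds plus 3 SD, set per screening campaign, cut at about 17% in these data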;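 note: 0% = plate median of test compound wells and 100% = 1 µM Z-Phe-Ala-diazomethylketone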
* marks the source's active call; other numbers are inactive results.

For O=C(O)c1ccccc1NC(=O)C1C2C=CC(C2)C1C(=O)O (configuration not stated) the results were PAFAH2 FP inh 3, PP1 inh -5, TPT1 inh -2, PP5 primary 3.3, AHR activator 2, HCV core dimer 4, procasp3 activ -2, proCasp7 act 8 and Fh CTSL1 inh 1.
Screening OCCCn1c(C2CCCN2c2nc(-c3ccc(F)cc3)cs2)nc2cc(C(F)(F)F)ccc21 (configuration not stated) returned PAFAH2 FP inh 4, PP1 inh 2, TPT1 inh 1, PP5 primary 4.3, AHR activator 19, HCV core dimer -14, procasp3 activ -7, proCasp7 act -9 and Fh CTSL1 inh -2.
`CCn1c(SCC(=O)Nc2nnc(C)s2)nc2c(c1=O)SC(C)C2` (configuration not stated) gave PAFAH2 FP inh -2, PP1 inh -2, TPT1 inh -2, PP5 primary 0.4, AHR activator 2, HCV core dimer 0, procasp3 activ -1, proCasp7 act 3 and Fh CTSL1 inh -1.
`Cc1cc(N2CC(C(=O)NCc3cccs3)CC2=O)ccc1C(C)C` (configuration not stated) gave PAFAH2 FP inh -2, PP1 inh 1, TPT1 inh 1, PP5 primary 0.7, AHR activator 20, HCV core dimer -6, procasp3 activ -2, proCasp7 act 14 and Fh CTSL1 inh 0.
Cc1ccc(-c2ccc(S(=O)(=O)N3CCN(C)CC3)cc2)cc1 was read as PAFAH2 FP inh -4, PP1 inh -3, TPT1 inh -5, PP5 primary -1.9, AHR activator 1, HCV core dimer 9, procasp3 activ 1, proCasp7 act 2 and Fh CTSL1 inh 2.
For CCOC(=O)CSc1nc(N)nc(C)c1Br the results were PAFAH2 FP inh 4, PP1 inh 0, TPT1 inh -3, PP5 primary -0.2, AHR activator -2, HCV core dimer -5, procasp3 activ 6, proCasp7 act -8 and Fh CTSL1 inh 0.
Screening Cc1cccc(S(=O)Cc2ccc(C(=O)N3CCN(C(=O)c4ccco4)CC3)o2)c1 (configuration not stated) returned PAFAH2 FP inh -9, PP1 inh 0, TPT1 inh -3, PP5 primary 0.8, AHR activator 0, HCV core dimer 3, procasp3 activ 8, proCasp7 act 2 and Fh CTSL1 inh 1.
For CCCCc1nc2ccccc2c(N)c1CCC (tested in a mixture with another compound) the results were PAFAH2 FP inh -6, PP1 inh -5, TPT1 inh 40*, PP5 primary -2.1, AHR activator 28, HCV core dimer -1, procasp3 activ 4, proCasp7 act -12 and Fh CTSL1 inh 0.
Screening Cc1ccc(Cn2nc(C)c(NC(=O)c3nn(C)cc3Cl)c2C)cc1 returned PAFAH2 FP inh 18, PP1 inh 2, TPT1 inh -1, PP5 primary 2.2, AHR activator 0, HCV core dimer -3, procasp3 activ 9, proCasp7 act 4 and Fh CTSL1 inh -3.
Cc1nnc(SCc2cc(=O)n3[nH]cnc3n2)s1 was read as PAFAH2 FP inh 7, PP1 inh 0, TPT1 inh 3, PP5 primary 3.3, AHR activator 1, HCV core dimer -9, procasp3 activ 0, proCasp7 act 2 and Fh CTSL1 inh -3.
`CCOC(=O)c1nc(C)sc1-c1ccnn1S(=O)(=O)c1ccccc1C(F)(F)F` gave PP1 inh 1, TPT1 inh -1, PP5 primary 3.2, AHR activator 1, HCV core dimer -5, procasp3 activ 4, proCasp7 act 0 and Fh CTSL1 inh -1.
Screening Cc1nc(SCC(=O)N2CCC(Cc3ccccc3)CC2)[nH]c(=O)c1C returned PAFAH2 FP inh -2, PP1 inh -1, TPT1 inh 3, PP5 primary 1.9, AHR activator 0, HCV core dimer -1, procasp3 activ 2, proCasp7 act -5 and Fh CTSL1 inh -3.
Cc1nc(NC(=S)NC(=O)COc2ccccc2Cl)ccc1Br was read as PAFAH2 FP inh 8, PP1 inh -3, TPT1 inh -4, PP5 primary 1.5, AHR activator 6, HCV core dimer -8, procasp3 activ -6, proCasp7 act 14 and Fh CTSL1 inh -1.
`O=C(CSc1nnc(-c2ccc(F)cc2)n1CC1CCCO1)NCc1ccco1` (configuration not stated) gave PAFAH2 FP inh -6, PP1 inh -6, TPT1 inh 0, PP5 primary 0.6, AHR activator -3, HCV core dimer 1, procasp3 activ 4, proCasp7 act 5 and Fh CTSL1 inh -2.
For O=C(c1ccc2c(c1)OCCCO2)c1cccs1 the results were PAFAH2 FP inh -2, PP1 inh -1, TPT1 inh -3, PP5 primary -1.4, AHR activator 4, HCV core dimer -1, procasp3 activ 2, proCasp7 act -20 and Fh CTSL1 inh 1.
`COCCNC(=O)c1c[nH]c2cc(OC)c(OC)cc2c1=O` gave PAFAH2 FP inh 1, PP1 inh -2, TPT1 inh 0, PP5 primary 0.0, AHR activator 20, HCV core dimer 8, procasp3 activ 12, proCasp7 act 13 and Fh CTSL1 inh 2.
Screening O=C(NCCCN1CCN(c2ccc(F)cc2)CC1)Nc1ccc([N+](=O)[O-])cc1 returned PAFAH2 FP inh 2, PP1 inh -1, TPT1 inh 2, PP5 primary 0.2, AHR activator -1, HCV core dimer -3, procasp3 activ 1, proCasp7 act 10 and Fh CTSL1 inh 1.
CSc1ccccc1OCc1cc(C(=O)N(C)Cc2ccc3nsnc3c2)no1 was read as PAFAH2 FP inh 8, PP1 inh 6, TPT1 inh 2, PP5 primary 1.8, AHR activator 12, HCV core dimer 0, procasp3 activ 1, proCasp7 act -9 and Fh CTSL1 inh 2.
`CC(NC(=O)Cc1ccc([N+](=O)[O-])cc1)c1ccc2c(c1)OCO2` (configuration not stated) gave PAFAH2 FP inh 0, PP1 inh -5, TPT1 inh 2, PP5 primary 0.1, AHR activator 1, HCV core dimer 0, procasp3 activ -1, proCasp7 act 2 and Fh CTSL1 inh 2.
Screening COc1ccc(C(=O)N2CCC(C(=O)Nc3ccccc3C)CC2)cc1OC returned PAFAH2 FP inh 1, PP1 inh -9, TPT1 inh 1, PP5 primary 0.2, AHR activator 2, HCV core dimer -4, procasp3 activ 0, proCasp7 act 7 and Fh CTSL1 inh -1.
`COc1ccc(NC(=O)CN(C)C(=O)c2c(C)nn(Cc3ccccc3)c2C)cc1` gave PAFAH2 FP inh 1, PP1 inh -8, TPT1 inh -1, PP5 primary 1.4, AHR activator 1, HCV core dimer 2, procasp3 activ -3, proCasp7 act 5 and Fh CTSL1 inh -2.
`COc1c(C)cc(C(=O)C2CCCN(C(=O)c3snnc3C)C2)cc1C` (configuration not stated) gave PAFAH2 FP inh -2, PP1 inh -1, TPT1 inh -2, PP5 primary 0.8, AHR activator 4, HCV core dimer -1, procasp3 activ -5, proCasp7 act 1 and Fh CTSL1 inh -4.
Cc1cc(C)c2nc(N3CCCC(C(=O)NCCN4CCOCC4)C3)sc2c1 (configuration not stated) was read as PAFAH2 FP inh -2, PP1 inh 9, TPT1 inh -2, PP5 primary 2.6, AHR activator 16, HCV core dimer -13, procasp3 activ 0, proCasp7 act -4 and Fh CTSL1 inh 11.
Screening COc1ccc(/C=N/n2c(C)cc(C)cc2=O)cc1 returned PAFAH2 FP inh 4, PP1 inh -2, TPT1 inh -7, PP5 primary -0.4, AHR activator 0, HCV core dimer 2, procasp3 activ -3, proCasp7 act 1 and Fh CTSL1 inh -2.
For COc1ccc(OCC(=O)N/N=C/c2ccc(N(C)C)cc2)cc1 the results were PAFAH2 FP inh -11, PP1 inh -2, TPT1 inh -4, PP5 primary 2.9, AHR activator 8, HCV core dimer -1, procasp3 activ 5, proCasp7 act -6 and Fh CTSL1 inh 1.
For O=C(Cn1cnc2ccccc21)N/N=C/c1ccccc1[N+](=O)[O-] the results were PAFAH2 FP inh -9, PP1 inh 1, TPT1 inh 1, PP5 primary -7.5, AHR activator 13, HCV core dimer -13, procasp3 activ -4, proCasp7 act 9 and Fh CTSL1 inh -10.
Screening CC1CCN(Cc2nnc(-c3cccc(Br)c3)o2)CC1 returned PAFAH2 FP inh 0, PP1 inh 0, TPT1 inh -3, PP5 primary 0.5, AHR activator -1, HCV core dimer 2, procasp3 activ -3, proCasp7 act 6 and Fh CTSL1 inh -2.
CC(=O)Nc1ccc(C(=O)Nc2ccncc2)cc1 was read as PAFAH2 FP inh 3, PP1 inh -6, TPT1 inh -1, PP5 primary 1.1, AHR activator -2, HCV core dimer 6, procasp3 activ 5, proCasp7 act 2 and Fh CTSL1 inh -2.
Screening COc1cccc(NC(=O)CN(C)S(=O)(=O)c2ccc3[nH]c(=O)oc3c2)c1 returned PAFAH2 FP inh 3, PP1 inh 2, TPT1 inh 0, PP5 primary 3.5, AHR activator 8, HCV core dimer -19, procasp3 activ 1, proCasp7 act -2 and Fh CTSL1 inh 2.
Cc1cc(C)n(-c2ccc(C(=O)OCc3ccccc3)cc2)n1 was read as PAFAH2 FP inh -4, PP1 inh 2, TPT1 inh 0, PP5 primary 3.9, AHR activator 1, HCV core dimer 1, procasp3 activ 7, proCasp7 act 5 and Fh CTSL1 inh 3.
For COC(=O)CSc1nnc(CCc2ccccc2)n1C the results were PAFAH2 FP inh 3, PP1 inh -6, TPT1 inh 1, PP5 primary 4.8, AHR activator 0, HCV core dimer -4, procasp3 activ 4, proCasp7 act -13 and Fh CTSL1 inh -7.
Screening Cc1nc2ccc(S(=O)(=O)Nc3cccc(-c4nc5cccnc5s4)c3C)cc2s1 returned PAFAH2 FP inh 8, PP1 inh -3, TPT1 inh -1, PP5 primary -0.2, AHR activator 1, HCV core dimer 6, procasp3 activ -4, proCasp7 act 7 and Fh CTSL1 inh 1.
Screening CCC(C)N(CCNC(=O)CC1Oc2ccc(C)cc2NC1=O)C1CCCCC1 (configuration not stated) returned PAFAH2 FP inh -2, PP1 inh -5, TPT1 inh -1, PP5 primary 2.1, AHR activator -1, HCV core dimer -9, procasp3 activ -1, proCasp7 act -5 and Fh CTSL1 inh 3.
Screening Cn1c(C(=O)O)c(CC(=O)Nc2ccccc2F)c2ccccc21 returned PAFAH2 FP inh -6, PP1 inh 0, TPT1 inh 1, PP5 primary -1.2, AHR activator 7, HCV core dimer 0, procasp3 activ 1, proCasp7 act 18 and Fh CTSL1 inh -1.
Screening CCc1ccc2c(c1)C(c1ccc([N+](=O)[O-])cc1)=NNC(c1ccccc1)=N2 returned PAFAH2 FP inh 1, PP1 inh 5, TPT1 inh -1, PP5 primary 1.7, AHR activator 15, HCV core dimer 3, procasp3 activ 3, proCasp7 act 11 and Fh CTSL1 inh 1.

Nothing new here: 3 of the compounds above.
Screening CCC(C)N(CCNC(=O)CC1Oc2ccc(C)cc2NC1=O)C1CCCCC1 (configuration not stated) returned PAFAH2 FP inh -2, PP1 inh -5, TPT1 inh -1, PP5 primary 2.1, AHR activator -1, HCV core dimer -9, procasp3 activ -1, proCasp7 act -5 and Fh CTSL1 inh 3.
Screening Cn1c(C(=O)O)c(CC(=O)Nc2ccccc2F)c2ccccc21 returned PAFAH2 FP inh -6, PP1 inh 0, TPT1 inh 1, PP5 primary -1.2, AHR activator 7, HCV core dimer 0, procasp3 activ 1, proCasp7 act 18 and Fh CTSL1 inh -1.
Screening CCc1ccc2c(c1)C(c1ccc([N+](=O)[O-])cc1)=NNC(c1ccccc1)=N2 returned PAFAH2 FP inh 1, PP1 inh 5, TPT1 inh -1, PP5 primary 1.7, AHR activator 15, HCV core dimer 3, procasp3 activ 3, proCasp7 act 11 and Fh CTSL1 inh 1.

From PubChem
